# TTR transcr act: TTR transcription activators in neuroblastoma reporter cells, primary screen, cell-based, luminescence, SH-SY5Y, TTR promoter Gaussia luciferase; AID 1117267, 2014; 92,000 compounds, 1.3% hits; 100% = recombinant luciferase protein wells; activation, % at 16.7 µM;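 active = activation above the mean of all tested compounds plus 3 SD, cut at about 9.5% in these data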;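 also: cells exposed to compounds for one day before reading; 0% = median of all test compound wells on the plate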
# An asterisk follows results filed as active.
SMILES,TTR transcr act
CCc1nnc(NC(=O)CSc2nnc(CNC(=O)c3ccccc3F)n2C)s1,0.6
O=C(c1cccc(C(F)(F)F)c1)N1CCCCCC1,0.0
OCc1cn(-c2ccccc2)nc1-c1ccc(-c2nn(-c3ccccc3)cc2CO)cc1,-4.3
Cc1cc(=O)[nH]c2sc(C(=O)N3c4ccccc4CC3C)c(N)c12 (stereo unspecified),1.9
COc1ccc(NC(=O)C2CCCN(S(C)(=O)=O)C2)c(OC)c1 (stereo unspecified),-1.7
Cc1cc(C)cc(OCC(=O)O/N=C(\N)c2ccccc2Cl)c1,0.1
C/C(CC(=O)Nc1ccccn1)=N\NC(=O)Cc1cccc2ccccc12,1.4
C/C(=N/NC(=O)COc1ccc(C(C)(C)C)cc1)c1ccc(N2CCOCC2)cc1,6.2
CCCCCCC1CC(CSC(=N)N)OC1=O (stereo unspecified),0.0
CC1CCc2c(C(=O)OCC(=O)Nc3cccc(S(=O)(=O)N4CCCCCC4)c3)csc2C1 (stereo unspecified),-1.8
COc1ccc(C2C(C#N)=C(N)N(c3sc4c(c3C#N)CCCC4)C3=C2C(=O)CC(C)(C)C3)cc1OC (stereo unspecified),-1.1
CC(=O)N1CCN(C(=O)COc2ccc(N(C)S(=O)(=O)c3cccs3)cc2)CC1,0.1
O=C(Cn1cc([N+](=O)[O-])cn1)Nc1ccc(Cn2cc(Br)cn2)cc1,-0.5
O=C(CN(Cc1ccc2c(c1)OCO2)C(=O)CNS(=O)(=O)c1ccccc1)NCC1CCCO1 (stereo unspecified),-0.5
Nc1nc(CC(=O)CSc2ccc(Cl)cc2)nc(Nc2ccc(F)cc2)n1,3.2
O=C(COC(=O)CNC(=O)c1ccccc1)Nc1cccc(Br)c1,0.5
COc1ccccc1NC(=O)c1c(Nc2ccccc2C)sc(C(=O)Nc2cccc(Cl)c2)c1N,-4.5
COc1ccc(NS(=O)(=O)c2cccc(-c3nnc(-c4ccccc4)o3)c2)cc1,-2.0
CC(/C=C/c1ccc2c(c1)OCO2)=N\NC(=O)c1ccccc1,-0.9
O=C(CSc1nnc(COc2ccc(Cl)cc2)o1)Nc1nccs1,8.8
CCOC(=O)N1CCN(C(=O)CCCn2c(=S)[nH]c3ccccc3c2=O)CC1,1.9
CCOC(=O)C(N)CSC1CC(=O)N(c2ccc(C(=O)OC)cc2)C1=O (stereo unspecified),-2.8
Cn1nccc1C(=O)N1CCN(C23CC4CC(CC(C4)C2)C3)CC1,0.9
COc1ccc(OC)c(C=NNC(=O)c2ccccc2NS(=O)(=O)c2cccs2)c1,-1.9
NC1=NC[C@H](c2ccccc2)N1CCCCC1CCCCC1,-1.6
O=C(CN(C(=O)C1CSC(=O)C1)c1cccc(F)c1)NC1CCCC1 (stereo unspecified),-0.6
COc1ccc2[nH]cc(CCn3ccc(=O)c(C)c3C)c2c1,-0.7
Cc1ccc(NC(=O)CN(C)c2ccc(S(=O)(=O)N3CCCC3)cn2)cc1,-1.6
CCOC(=O)CN(Cc1sccc1C)C(=O)Nc1cccc(OC)c1,-0.5
CCOc1ccccc1OCCCC(=O)N1CCN(S(=O)(=O)c2ccc(Cl)cc2)CC1,1.4
Oc1ccc(CNc2ccccc2Br)c2cccnc12,-1.3
COCCCn1c(C)nnc1SCC(=O)NNC(=O)COc1ccc(Cl)cc1,-1.3
CC1(C)C(C#N)=C(N)OC2=C1C(=O)CCC2,0.3
Nn1c(Cc2cccc3ccccc23)nnc1SCc1ccc(Cl)c(Cl)c1,-0.7
CCOC(=O)/C(=C/c1ccco1)NC(=O)c1ccc(Br)o1,0.5
CCN(CC)c1ccc(C=C2C(=O)OC3(CCCC3)OC2=O)cc1,-1.2

# Reformatted with values ahead of the structure: entries from further up
TTR transcr act | SMILES
-0.7 | COc1ccc2[nH]cc(CCn3ccc(=O)c(C)c3C)c2c1
-1.6 | Cc1ccc(NC(=O)CN(C)c2ccc(S(=O)(=O)N3CCCC3)cn2)cc1
-0.5 | CCOC(=O)CN(Cc1sccc1C)C(=O)Nc1cccc(OC)c1

# (continued)
SMILES,TTR transcr act
COc1ccc(Cl)cc1NC(=O)c1noc2c1CCCC2,-1.2
O=C(N/N=C1/CCCc2ccccc21)c1cc([N+](=O)[O-])cc([N+](=O)[O-])c1,-0.3
Cc1ccc(-n2ncc3c(N4CCC5(CC4)OCCO5)ncnc32)c(C)c1,-1.9
O=C(CNC(=O)c1ccc(Br)cc1)NCCc1nc2ccccc2[nH]1,1.1
COc1ccccc1NC(=O)c1ccc(NC(=O)CSc2nc(N)cc(=O)[nH]2)cc1,0.8
COc1cc2c(cc1OC)/C(=C/C(=O)c1ccc(NC(C)=O)cc1)NCC2,3.2
COc1ccccc1N(C)S(=O)(=O)c1ccc(C(=O)OCC(=O)NCc2ccco2)cc1,1.6
CC(C)(C)c1cc(CN(CCO)CCO)cc(C(C)(C)C)c1O,-0.2
O=c1c2ccccc2sc2nc(C3CCCCC3)n(Cc3ccco3)c(=O)c12,16.7*
Cc1ccc(C(=O)/C=C2/NC(=O)CS2)cc1,-0.5
Cc1ccc(-c2cc(-c3ccc(C)cc3)[n+](-c3ccc(C(=O)[O-])cc3)c(-c3ccc(C)cc3)c2)cc1,-0.9
COc1cccc(Nc2nc3ccc(OC)cc3s2)c1,-2.1

# Look-ups from the results shown:
# TTR transcr act with `O=C(COC(=O)CNC(=O)c1ccccc1)Nc1cccc(Br)c1` stands at 0.5
# TTR transcr act with `CCCCCCC1CC(CSC(=N)N)OC1=O` (stereo unspecified) stands at 0.0
# TTR transcr act with `COc1ccc(NC(=O)C2CCCN(S(C)(=O)=O)C2)c(OC)c1` (stereo unspecified) stands at -1.7
# TTR transcr act with `CCOC(=O)/C(=C/c1ccco1)NC(=O)c1ccc(Br)o1` stands at 0.5
# TTR transcr act with `CC1CCc2c(C(=O)OCC(=O)Nc3cccc(S(=O)(=O)N4CCCCCC4)c3)csc2C1` (stereo unspecified) stands at -1.8
# TTR transcr act with `COCCCn1c(C)nnc1SCC(=O)NNC(=O)COc1ccc(Cl)cc1` stands at -1.3

# The main list resumes, starting 3 compounds before the break.
SMILES,TTR transcr act
Cc1ccc(C(=O)/C=C2/NC(=O)CS2)cc1,-0.5
Cc1ccc(-c2cc(-c3ccc(C)cc3)[n+](-c3ccc(C(=O)[O-])cc3)c(-c3ccc(C)cc3)c2)cc1,-0.9
COc1cccc(Nc2nc3ccc(OC)cc3s2)c1,-2.1
COC(=O)c1ccc(COc2ccccc2/C=N/O)o1,-1.2
Nc1c2c(nc3sc4c(c13)CCCCC4)CCCCC2,-1.2
C/C=C/C=N/Nc1nc(-c2ccc([N+](=O)[O-])cc2)cs1,-3.4
CCc1nc2c(OCC(=O)C(C)(C)C)cccn2c1N(C)C(=O)Nc1ccccc1OC,0.6
CCN1C(=O)/C(=C\N2CCCCCC2)SC1=S,-1.0
CCOc1ccc(NC(=O)CN(C)C(=O)c2ccc(N3CCOCC3)c([N+](=O)[O-])c2)cc1OCC,1.1
CCOc1ccc(/C=N/NC(=O)CNC(=O)c2ccc(S(=O)(=O)N3CCOCC3)cc2)cc1,0.6
O=C(Nc1ccc(O)c2c(=O)cc(-c3ccccc3Cl)oc12)c1cccc(Cl)c1,1.4
CC(C)(C)n1nnnc1C(c1cc2ccccc2o1)N1CCCCC1 (stereo unspecified),-0.6
CCCS(=O)(=O)n1nc(-c2ccc(OC)cc2)cc1N,-0.1
COc1ccc(OC)c(NC(=O)C2(C)CCN2Cc2ccsc2)c1 (stereo unspecified),-1.3
COc1ccc(OC)c(C2C(C(=O)c3ccco3)=C(O)C(=O)N2CC2CCCO2)c1 (stereo unspecified),-0.2
O=C(CCN1C(=O)/C(=C/c2cccs2)SC1=S)Nc1ccccc1O,-1.9
C=CCC[C@H](Cc1ccc(F)cc1)C(=O)OC[C@H](Cc1c[nH]c2ccccc12)NC(=O)[C@@H](CC=C)CC(=O)N(CCO)Cc1ccccc1,-5.6
OC1CCNC(=S)N1c1ccccc1 (stereo unspecified),2.4
CCc1cccc(C)c1NC(=O)N(C)C1CCCCC1,1.0
COC(=O)[C@]12C[C@H](CC(=O)NCC3CCCCC3)C(=O)N(Cc3ccc4c(c3)OCO4)C1=C[C@H](C(C)C)O[C@@H]2C1CC1,1.2
O=C(c1cccs1)N1CCN(c2ncc(Br)cn2)CC1,5.9
CC1(C)OC(=O)N(CC(=O)Nc2cccc(C(F)(F)F)c2)C1(C)O (stereo unspecified),1.4
Cn1cc(/C=N\NC(=O)c2cccs2)c2ccccc21,-1.1
O=C(NCc1cccc(C(F)(F)F)c1)C1CCCN(c2cnccn2)C1 (stereo unspecified),-1.0
Cc1cc(NC(=O)C2C3C(=O)N(Cc4ccc(Cl)cc4)C(C(=O)NC4CCCCC4)C34C=CC2(C)O4)no1 (stereo unspecified),3.9
O=C(/C=C/c1ccccc1Cl)Nc1ccccc1,-1.2
CC(C)(OC(=O)c1ccc(C#N)cc1)c1cc2ccccc2c(=O)o1,1.5
O=C(c1ccco1)N1CCN(c2cc(=O)n(-c3ccc(Cl)cc3)c(=O)[nH]2)CC1,0.5
CCN(CC)CCn1c2ccccc2c2cnc(N=CN(C)C)c(C#N)c21,-3.4
COc1ccc(C2=Nc3ccccc3N(C(=O)Cc3cc(OC)cc(OC)c3)C2C(=O)NC(C)(C)C)cc1 (stereo unspecified),-0.5
CCCCC(=O)NNC(=S)NC(=O)c1cccc([N+](=O)[O-])c1,0.8
Cn1[nH]c(C(F)(F)F)c(C=Nc2ccc(Cl)cc2)c1=O,-0.1
CCSC1=NCCN1S(=O)(=O)c1ccc(Cl)cc1,3.7
CN(C)c1ccc(C2CC(c3cccc(NS(C)(=O)=O)c3)=NN2C(=O)c2ccccc2)cc1 (stereo unspecified),6.2
COc1ccc(-c2[nH]ncc2CN(C)Cc2cccnc2)c(F)c1,0.0
Cc1cc(C)c(OCC(=O)OCC(=O)N2c3ccccc3CC2C)c(C)c1 (stereo unspecified),0.7
Fc1ccc(-c2onc3ccc(C4OCCO4)cc23)cc1,-0.7
COc1ccc(CNC(=O)CN(Cc2ccc(Cl)cc2)S(=O)(=O)c2ccccc2)cc1,1.2
O=C(NNC(=S)NC1CCCCC1)c1sc2ccccc2c1Cl,3.6
Cc1ccc(C(C(=O)NC2CCCCC2)N(Cc2ccco2)C(=O)Cc2c[nH]c3ccccc23)o1 (stereo unspecified),-1.4
CCc1ccc(/C=C2\CN(CC)Cc3c2nc2ccccc2c3C(=O)O)cc1,-1.5
Cc1ccc(-c2noc(CSc3nnc(-c4ccncc4)n3-c3ccc(F)cc3)n2)cc1,2.2
O=C(NCCS(=O)(=O)N1CCN(c2ccccc2)CC1)c1ccc2c(c1)OCO2,0.0
C#CC(=O)N(c1cccc(OC)c1)C(C(=O)NC1CCCC1)c1cccs1 (stereo unspecified),-6.8
O=C(CN1C2=NCCN2c2ccccc21)c1ccc(Br)s1,-0.8
COc1ccccc1OCC(=O)N/N=C1\CCc2ccccc21,-1.2
CC(=O)Nc1c(-c2ccccc2)nc2ncccn12,1.9
Cc1cc(C)cc(OCC(=O)OCc2cc([N+](=O)[O-])cc3c2OCOC3)c1,3.1
Cc1ccc(CN2CCCCC(NC(=O)c3ccccc3C)C2=O)cc1 (stereo unspecified),0.3
O=C(COC(=O)c1ccc(-c2ccc([N+](=O)[O-])cc2)o1)NC(=O)NC1CCCCC1,-1.8
Cc1cc(=O)oc2cc(OC(C)C(=O)NCC3CCCO3)ccc12 (stereo unspecified),0.3
COC(=O)[C@]12C[C@H](CC(=O)NCCC(C)C)C(=O)N(Cc3ccc(Cl)cc3Cl)C1=C[C@H](C1CCCC1)O[C@@H]2C,-0.2
CCOCCCNC(=S)NCCCNc1nc2cc3c(cc2cc1C#N)OCO3,-1.9
C=CCN(CC=C)S(=O)(=O)c1ccc(F)cc1,0.2
CC(C)CCNC(=O)NC(=O)COC(=O)CNC(=O)C1CCCCC1,-2.2
C=CCNCC(=O)NN=C(c1ccccc1)c1ccccc1,0.1
CCCN1CCC(=O)N(CCOc2ccccc2)CC1,-0.7
CCc1ccccc1NC(=O)C1C2C=CC(O2)C1C(=O)O (stereo unspecified),-1.1
O=C(CCCN1C(=O)/C(=C/c2ccccc2OC(F)F)SC1=S)Nc1cccnc1,-1.8
O=C(/C=C/c1ccc(Cl)cc1)N(Cc1cccs1)C1CCS(=O)(=O)C1 (stereo unspecified),2.7
COc1cccc(/C=C2\SC(=S)N(CCC(=O)Nc3ccc(O)cc3)C2=O)c1,-0.3
O=C(CN1CCN(S(=O)(=O)c2ccccc2)CC1)Nc1ccc(Cl)cn1,-0.7
Cc1ccccc1Nc1nc(N)nc(CSCc2c(C)noc2C)n1,-2.2

# Other records follow:
SMILES,TTR transcr act
CN(C)C(CNC(=O)Cc1cccc(C(F)(F)F)c1)c1ccccc1 (stereo unspecified),14.8*
CCOC(=O)NC(=O)c1cn(Nc2ncc(C(F)(F)F)cc2Cl)c(=O)[nH]c1=O,1.6
COc1cc(NC(=O)Cc2ccc(F)cc2)cc(OC)c1OC,-1.1
COc1cc(-c2noc(C)c2/C=C/c2ccc(OC(C)=O)cc2)cc(OC)c1OC,2.8
CCOc1ccc(NC(=O)Nc2ccc3c(c2)nnn3C)cc1,-0.8
Cc1cccc(NC(=O)CSc2nnc(C)n2Cc2ccccc2)c1,5.7
O=C(O)c1ccccc1CSc1nc2ccccc2n1Cc1ccccc1C(=O)O,1.6
CCOC(=O)c1c(C)[nH]c(C(C)=O)c1C,0.8
CC(C)(C)NC(=O)C1CC(=O)OC1(C)C (stereo unspecified),0.9
Cc1ccc(S(=O)(=O)N(CC(O)CN2CCCCC2)c2ccccc2)cc1 (stereo unspecified),0.7
Cc1ccc(C)c(CN2CCNC2=O)c1,-0.2
C1=Nc2ccccc2CN1c1ccccc1,0.7
O=C(NNc1nc(N2CCCC2)nc(N2CCCC2)n1)c1ccccc1,-1.0
O=C(COC(=O)c1ccc(O)cc1)Nc1ccc(S(=O)(=O)N2CCOCC2)cc1,-1.1

# Screening results: PubChem BioAssay, The Scripps Research Institute Molecular Screening Center

# A portion of the library; count on the stated rates, not on these rows.
